D2 agonist: HTS Assay for Allosteric Agonists of the Human D2 Dopamine Receptor: Primary Screen for Agonists; D(2) dopamine receptor (Homo sapiens), P14416; HEK293 T-REx D2 cells, calcium flux agonist mode; activation, % at 2 µM; 0.53% of 340,000 active;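 active = activation over 3 SD above normal in the single-dose calcium agonist read, cut at about 30% in these data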; also: 0% is about no effect
Target sequence (P14416 whole entry, looked up): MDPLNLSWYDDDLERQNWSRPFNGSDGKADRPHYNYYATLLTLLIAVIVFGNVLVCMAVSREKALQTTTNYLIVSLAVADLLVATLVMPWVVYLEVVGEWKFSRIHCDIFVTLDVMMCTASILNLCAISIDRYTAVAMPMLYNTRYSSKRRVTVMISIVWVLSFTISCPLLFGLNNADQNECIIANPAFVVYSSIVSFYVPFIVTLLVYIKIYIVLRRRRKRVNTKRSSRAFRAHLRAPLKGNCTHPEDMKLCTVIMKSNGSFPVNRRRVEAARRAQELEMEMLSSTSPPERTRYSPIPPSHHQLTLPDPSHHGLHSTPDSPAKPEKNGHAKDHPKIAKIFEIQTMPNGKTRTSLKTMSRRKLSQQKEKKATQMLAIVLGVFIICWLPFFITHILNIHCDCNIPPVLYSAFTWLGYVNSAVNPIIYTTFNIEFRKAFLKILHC
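Calcium-flux readout, 1 cycle/sec over 180 s following compound pin transfer, in inducible HEK293 Trex D2 cells (force-coupled); dopamine controls included. Positive calcium responses during this window marked compounds as potential agonists.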
Pin1 inhibitor: qHTS Assay to Find Inhibitors of Pin1; 0.009% of 390,000 active; Potency, µM (titrated, usually from 115 µM), inactives show top-dose activity, negative = inhibition, hits mostly inhibitors; Pin1 FP peptide displacement, HiFluor488, 10 min; active = well fitted inhibition curve with a large enough effect in the polarisation, with a control signal flat, not every such curve was filed as active; inconclusive = small, poorly fitted or top-dose-only effect, or effect the other way, or a change in a side signal; inactive = no such curve, though single readings can be large or run the other way; the % refers to the polarisation; also: potency is read from the fitted curve at half-maximal effect; % is scaled to controls: 0 for no effect and ±100 for the full control effect
Target sequence (Q13526 whole entry, looked up): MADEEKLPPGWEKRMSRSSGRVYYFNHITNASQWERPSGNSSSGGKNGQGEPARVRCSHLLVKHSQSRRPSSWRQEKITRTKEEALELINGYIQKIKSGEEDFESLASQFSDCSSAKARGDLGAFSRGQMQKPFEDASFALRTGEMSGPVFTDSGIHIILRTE
TRHR PAM: qHTS for Small Molecule Agonists and Allosteric Enhancers of Human TRH Receptor: Primary Screen for Enhancers; Thyrotropin-releasing hormone receptor (Homo sapiens), P34981; TRHR cells, fluo-8 calcium fluorescence, EC20 TRH enhancement; enhancement, % at 2 µM; 0.66% of 360,000 active; in the data active = enhancement above about 30%; also: 0% is about no effect
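TRHR-expressing cells loaded with fluo-8 calcium dye were read kinetically (ex 480/em 530) during compound addition, then stimulated with an EC20 of TRH (10 nM final). Enhancement of the Gq-mediated intracellular calcium response was scored.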
IDH1 R132H inh: qHTS for Inhibitors of mutant isocitrate dehydrogenase 1 (IDH1): qHTS. Isocitrate dehydrogenase [NADP] cytoplasmic (Homo sapiens), O75874. IDH1-R132H enzyme, NADPH consumption, diaphorase/resazurin fluorescence. Potency, µM (titrated, usually from 76.6 µM), for inactives: at the top dose activity change, negative = inhibition, usual class: inhibitors. 0.093% of 390,000 active. AID 602179, 2012; also: potency is read from the fitted curve at half-maximal effect; % is scaled to controls: 0 for no effect and ±100 for the full control effect; nearly all actives have a fitted effect of over 65% in size
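IDH1-R132H (0.5 ug/mL dispensed) in pH 7.5 Tris buffer was preincubated 30 min with compound, then given a substrate mix of 0.016 mM NADPH and 2 mM alpha-KG for 80 min at room temperature; remaining NADPH was read by diaphorase/resazurin fluorescence.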
TRHR ag: qHTS for Small Molecule Agonists and Allosteric Enhancers of Human TRH Receptor: Primary Screen for Agonists; TRHR cells, calcium flux fluo-8, FDSS agonist mode; activation, % at 2 µM; 0.18% of 360,000 active; Thyrotropin-releasing hormone receptor (Homo sapiens), P34981; AID 493084, 2011; in the data active = activation above about 30%; also: 0% is about no effect
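Agonist-mode FDSS calcium read (Ex 480/Em 530, 1 s cycles) in 1536-well TRHR cells with fluo-8 dye, after 10-cycle baseline and 23 nL compound addition; TRH at EC20 (10 nM final) added afterwards for the enhancer phase.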
TrxR1 substrate: qHTS Assay for Substrates of Mammalian Selenoprotein Thioredoxin Reductase 1 (TrxR1): qHTS. Potency, µM (highest dose often 114 µM), without a hit: at the top dose activity change, negative = substrate turnover. purified TrxR1 substrate turnover, NADPH consumption readout. AID 588456, 2011. 0.01% of 390,000 active; also: potency is read from the fitted curve at half-maximal effect; % is scaled to controls: 0 for no effect and ±100 for the full control effect; nearly all actives have a fitted effect of over 50% in size
Target sequence (O89049 whole entry, looked up): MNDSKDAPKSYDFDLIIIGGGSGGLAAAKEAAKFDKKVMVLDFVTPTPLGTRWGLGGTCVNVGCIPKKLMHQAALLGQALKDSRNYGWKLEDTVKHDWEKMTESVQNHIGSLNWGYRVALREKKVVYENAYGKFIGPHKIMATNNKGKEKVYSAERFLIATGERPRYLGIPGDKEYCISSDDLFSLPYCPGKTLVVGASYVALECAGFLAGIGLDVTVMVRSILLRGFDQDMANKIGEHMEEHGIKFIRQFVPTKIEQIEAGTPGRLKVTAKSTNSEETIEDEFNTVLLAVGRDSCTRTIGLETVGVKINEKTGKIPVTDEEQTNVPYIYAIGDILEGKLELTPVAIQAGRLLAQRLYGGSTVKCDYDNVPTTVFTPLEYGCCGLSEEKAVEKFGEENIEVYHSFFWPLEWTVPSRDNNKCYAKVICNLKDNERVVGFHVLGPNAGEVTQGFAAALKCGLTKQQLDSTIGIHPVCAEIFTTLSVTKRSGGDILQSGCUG
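Rat TrxR1, dispensed at 90 nM, was prereduced with 400 uM NADPH (final) for 5 min at ~22 deg C, then incubated with compound 15 min before 400 uM selenite. A first-read NADPH fluorescence drop versus no-compound background flagged substrates.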
rTrxR1 inhibitor: qHTS Assay for Inhibitors of Mammalian Selenoprotein Thioredoxin Reductase 1 (TrxR1): qHTS. recombinant rTrxR1, NADPH fluorescence consumption, selenite substrate. Potency, µM (highest dose often 114 µM), without a hit: top-dose activity change, negative = inhibition, usual class: inhibitors. 1% of 390,000 active. AID 588453, 2011; also: potency is read from the fitted curve at half-maximal effect; % is scaled to controls: 0 for no effect and ±100 for the full control effect; nearly all actives have a fitted effect of over 65% in size
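Rat TrxR1 (90 nM in the dispensed reagent) was pre-reduced with 400 uM NADPH for 5 min at room temperature, then incubated with compound for 15 min. After 400 uM selenite was added, NADPH fluorescence (Ex 340/Em 450 nm) was followed for 8 min.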
USP1 inh: Inhibitors of USP1/UAF1: Primary Screen; 0.23% of 390,000 active; Potency, µM (titrated, usually from 57.1 µM), for the others: at the top dose activity change, negative = inhibition, hits mostly inhibitors; AID 743255, 2014; recombinant USP1/UAF1, Ub-Rhodamine cleavage fluorescence; Ubiquitin carboxyl-terminal hydrolase 1 (Homo sapiens), O94782; also: potency is read from the fitted curve at half-maximal effect; % is scaled to controls: 0 for no effect and ±100 for the full control effect; nearly all actives have a fitted effect of over 60% in size; inactives centre near -12
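In this screen, compounds sit with the deubiquitinase complex (1nM) for 15 min at room temperature before Ub-Rho is added at 150nM final. Fluorescence rise is then followed for 6 reads every 60 seconds.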
D2 antag: HTS Assay for Allosteric Antagonists of the Human D2 Dopamine Receptor: Primary Screen for Antagonists. HEK293 TREx D2 cells, calcium flux, dopamine EC80. 2% of 340,000 active. inhibition, % at 10 µM. D(2) dopamine receptor (Homo sapiens), P14416; in the data active = inhibition above about 30%; also: 0% is about no effect
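Measurement of antagonist activity uses fluorescent calcium dye in inducible HEK293 T-REx D2 cells: 10 s baseline, compound addition with 180 s read, EC80 dopamine addition with a further 180 s read.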
Starred values were filed as active, the others as inactive; [ ] = another dose, or the depositor's remark. Unless noted, calls follow the shape of the dose curve; as a rule, active = well fitted inhibition curve with a large enough effect; inconclusive = small, poorly fitted or top-dose-only effect; inactive = no such curve, though single readings can be large or run the other way. Only part of the results is shown; the hit share may differ from the screen's.

`CS(=O)(=O)N1N=C(c2ccco2)CC1c1ccc(Br)cc1` (centres undefined) gave D2 agonist 1.0, Pin1 inhibitor 1.0%, TRHR PAM 1.5, IDH1 R132H inh 5.3%, TRHR ag 0.0, TrxR1 substrate 5.4%, rTrxR1 inhibitor -25.3%, USP1 inh -16.6% and D2 antag -1.5.
COc1ccccc1Cc1nnc(NC(=O)C2CCN(C(=O)c3ccco3)CC2)s1 was read as D2 agonist 2.2, Pin1 inhibitor 3.8%, TRHR PAM 0.9, IDH1 R132H inh 0.3%, TRHR ag 0.7, TrxR1 substrate -6.0%, rTrxR1 inhibitor 6.8%, USP1 inh -18.8% and D2 antag 9.1.
CC(=O)N(CC(C)C(=O)O)c1c(I)cc(I)c(N)c1I (centres undefined) was read as D2 agonist -1.0, Pin1 inhibitor 4.8%, TRHR PAM 1.4, IDH1 R132H inh -4.3%, TRHR ag -0.2, TrxR1 substrate 3.0%, rTrxR1 inhibitor 4.8%, USP1 inh -22.9% and D2 antag 0.9.
Screening Cc1ccc(Oc2cc(NN3CCCCC3)c([N+](=O)[O-])cc2[N+](=O)[O-])c(Cl)c1 returned D2 agonist 1.3, Pin1 inhibitor 1.4%, TRHR PAM 24.7, IDH1 R132H inh -5.2%, TRHR ag 0.0, TrxR1 substrate -4.7%, rTrxR1 inhibitor -1.8%, USP1 inh inconclusive and D2 antag -6.8.
`O=C(CSc1nc(-c2ccccc2)c(-c2ccccc2)[nH]1)N1CCN(S(=O)(=O)c2ccccc2)CC1` gave D2 agonist 4.2, Pin1 inhibitor inconclusive, TRHR PAM -6.9, IDH1 R132H inh 0.2%, TRHR ag 0.5, TrxR1 substrate 27.2%, rTrxR1 inhibitor 23.1%, USP1 inh -16.5% and D2 antag 4.2.
For CN(C(=S)NC1CCCCC1)C1(c2ccccc2Cl)CCCCC1=O (centres undefined) the results were Pin1 inhibitor 0.6%, TRHR PAM -5.8, IDH1 R132H inh 10.0%, TRHR ag 1.0, TrxR1 substrate 3.1%, rTrxR1 inhibitor 17.1% and USP1 inh -17.7%.
Cc1oc(C(C)(C)C)cc1C(=O)Nc1ccc2c(c1)OCO2 was read as D2 agonist 1.0, Pin1 inhibitor 0.7%, TRHR PAM 6.2, IDH1 R132H inh 1.3%, TRHR ag 0.2, TrxR1 substrate -0.9%[57.1 µM], rTrxR1 inhibitor 6.7%[57.1 µM], USP1 inh -8.3% and D2 antag 15.7.
`Cn1cc(SCC(=O)NC2CCCC2)c2ccccc21` gave D2 agonist -0.5, Pin1 inhibitor 3.0%, TRHR PAM -9.4, IDH1 R132H inh 10.2%, TRHR ag -0.5, TrxR1 substrate 2.4%, rTrxR1 inhibitor 14.4%, USP1 inh -17.6% and D2 antag -2.5.
COc1ccc(C(=O)NCC(=O)N/N=C/c2cccnc2)cc1 was read as Pin1 inhibitor 0.5%, TRHR PAM 5.1, IDH1 R132H inh inconclusive, TRHR ag 0.1, TrxR1 substrate -3.2%, rTrxR1 inhibitor 0.8% and USP1 inh -3.9%.
Screening Cc1cccc(-c2nnc(SCC#N)n2-c2cccc(Cl)c2)c1 returned D2 agonist -1.5, Pin1 inhibitor -5.1%, TRHR PAM 2.0, IDH1 R132H inh 4.6%, TRHR ag 0.4, TrxR1 substrate 10.7%[57.1 µM], rTrxR1 inhibitor 6.1%[57.1 µM], USP1 inh -2.6% and D2 antag 3.5.
Screening CCn1c(SCC(=O)Nc2nc3ccccc3s2)nnc1-c1ccc(Br)cc1 returned D2 agonist 1.0, Pin1 inhibitor -21.3%, TRHR PAM -0.1, IDH1 R132H inh -2.4%, TRHR ag 0.3, TrxR1 substrate 2.1%, rTrxR1 inhibitor 16.7%, USP1 inh -10.2% and D2 antag 12.4.
`CCOc1ccc2[nH]c3c(NCCN(CC)CC)ncnc3c2c1` gave D2 agonist -1.2, Pin1 inhibitor -6.1%, TRHR PAM 1.8, IDH1 R132H inh 9.5%, TRHR ag 0.0, TrxR1 substrate -16.7%[57.1 µM], rTrxR1 inhibitor -5.0%[57.1 µM], USP1 inh -12.6% and D2 antag 7.5.
`COc1cccc(CN(C)CC(=O)NCc2ccccc2Cl)c1OC` gave D2 agonist 0.1, Pin1 inhibitor 4.5%, TRHR PAM -6.7, IDH1 R132H inh 9.5%, TRHR ag -0.6, TrxR1 substrate -4.4%[57.1 µM], rTrxR1 inhibitor 26.1%[57.1 µM], USP1 inh -6.5% and D2 antag -7.8.
`Cc1csc(N2C(=O)C3C4CCC(O4)C3C2=O)n1` (centres undefined) gave Pin1 inhibitor -10.2%, IDH1 R132H inh 3.6%, TrxR1 substrate -13.9%, rTrxR1 inhibitor -15.0% and USP1 inh -12.6%.
Screening CC(NC(=O)c1cc(Sc2ccc(F)cc2F)nc2ccccc12)c1ccccc1 (centres undefined) returned D2 agonist 0.6, Pin1 inhibitor 2.4%, TRHR PAM 1.4, IDH1 R132H inh -23.0%, TRHR ag 0.3, TrxR1 substrate -8.6%[57.1 µM], rTrxR1 inhibitor -2.8%[57.1 µM] and USP1 inh -9.7%.
For O=C(NCc1ccncc1)c1ccc(Oc2ccccc2)cc1 the results were D2 agonist 1.1, Pin1 inhibitor -4.1%, TRHR PAM -0.7, IDH1 R132H inh 11.9%, TRHR ag 0.3, TrxR1 substrate -3.6%[57.1 µM], rTrxR1 inhibitor 12.4%[57.1 µM], USP1 inh -15.2% and D2 antag 15.5.
Cc1nc2ccccc2c(=O)n1/N=C/c1cn[nH]c1-c1ccccc1 was read as D2 agonist 12.4, Pin1 inhibitor 106.3%[activator], TRHR PAM -2.3, IDH1 R132H inh -2.9%, TRHR ag 3.0, TrxR1 substrate -6.5%, rTrxR1 inhibitor 4.1%, USP1 inh -13.6% and D2 antag -8.1.
CC(C(=O)N=c1sc2ccccc2n1C)N1C(=O)C2CC=CCC2C1=O (centres undefined) was read as D2 agonist 0.3, Pin1 inhibitor -1.4%, TRHR PAM 10.3, IDH1 R132H inh 2.0%, TRHR ag -0.4, TrxR1 substrate -3.7%, rTrxR1 inhibitor 0.2%, USP1 inh -19.7% and D2 antag 16.0.
`Cc1nc2ccc(S(=O)(=O)N(CC(=O)Nc3cccc(Cl)c3)Cc3ccccc3)cc2s1` gave D2 agonist 0.4, Pin1 inhibitor 48.7%[activator], TRHR PAM 1.5, IDH1 R132H inh 3.9%, TRHR ag 1.0, TrxR1 substrate -2.1%[57.1 µM], rTrxR1 inhibitor 8.1%[57.1 µM] and USP1 inh -7.0%.
Cn1c(CCNC(=O)c2ccco2)nc2cc(NC(=O)NC3CCCCC3)ccc21 was read as D2 agonist -2.0, Pin1 inhibitor 6.1%, TRHR PAM 2.7, IDH1 R132H inh 3.5%, TRHR ag 0.3, TrxR1 substrate 22.6%[57.1 µM], rTrxR1 inhibitor 9.3%[57.1 µM], USP1 inh -15.4% and D2 antag -9.7.
`Cn1nc(-c2ccccc2)c2cc(C(=O)O)sc21` gave D2 agonist 0.1, Pin1 inhibitor -6.2%, TRHR PAM -12.2, IDH1 R132H inh 5.5%, TRHR ag 0.4, TrxR1 substrate 59.8%[activator][57.1 µM], rTrxR1 inhibitor 18.8%[57.1 µM], USP1 inh -24.1% and D2 antag 6.2.
Screening CCn1c(SCC(=O)c2ccccc2)nnc1-c1cc2cc(Br)ccc2o1 returned D2 agonist -0.5, Pin1 inhibitor 0.7%, TRHR PAM -4.4, IDH1 R132H inh 0.4%, TRHR ag -0.5, TrxR1 substrate 9.8%[57.1 µM], rTrxR1 inhibitor 20.8%[57.1 µM], USP1 inh -14.6% and D2 antag -11.4.
`Cc1ccc(-c2nnc(-c3ccc(NC(=O)c4cccs4)cc3)o2)cc1` gave D2 agonist 0.3, Pin1 inhibitor 0.9%, TRHR PAM 0.1, IDH1 R132H inh -5.2%, TRHR ag -0.3, TrxR1 substrate 65.0%[activator], rTrxR1 inhibitor 13.4%, USP1 inh -14.0% and D2 antag 19.4.
Screening COc1cc(CN(C(=O)c2ccc(Cl)cc2)C2CCS(=O)(=O)C2)cc(OC)c1OC (centres undefined) returned D2 agonist -0.4, Pin1 inhibitor -0.8%, TRHR PAM 1.6, IDH1 R132H inh 22.8%, TRHR ag -0.4, TrxR1 substrate 6.1%, rTrxR1 inhibitor 12.6% and USP1 inh -1.7%.
c1ccc(Nc2ncnc3sc4c(c23)CCC4)cc1 was read as D2 agonist 0.0, Pin1 inhibitor 2.0%, TRHR PAM 1.9, IDH1 R132H inh 1.8%, TRHR ag -0.2, TrxR1 substrate -8.4%, rTrxR1 inhibitor 6.5%, USP1 inh -4.5% and D2 antag 11.3.
CCOC(=O)c1cccc(NC(=O)c2ccc3nc(C(C)C)oc3c2)c1 was read as D2 agonist -0.1, Pin1 inhibitor 2.6%, TRHR PAM -2.6, IDH1 R132H inh -14.1%, TRHR ag 1.5, TrxR1 substrate -6.4%[57.1 µM], rTrxR1 inhibitor -2.3%[57.1 µM] and USP1 inh -8.7%.
`CCOc1ccc(C2C(C(=O)c3ccco3)=C(O)C(=O)N2CCN(C)C)cc1` (centres undefined) gave D2 agonist 0.5, TRHR PAM -7.1, TRHR ag 0.2 and D2 antag 3.3.

Source: PubChem BioAssay (National Center for Advancing Translational Sciences (NCATS))
